MCL1-BIM inh = inhibitors of MCL1 binding to BIM-BH3, primary screen, biochemical, fluorescence polarization; actives 0.68% (n = 320,000); Induced myeloid leukemia cell differentiation protein Mcl-1 (Homo sapiens), Q07820; GST-MCL1 / FITC-Bim-BH3 fluorescence polarization; inhibition, % at 10.9 µM;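 active = inhibition above the mean inhibition of all tested compounds plus 3 SD, set per campaign, cut at about 40% in these data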;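 note: 0% = DMSO wells and 100% = unlabeled Bim-BH3 peptide control; higher means more loss of mP so more displacement of Bim peptide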
Target sequence (Q07820 whole entry, looked up): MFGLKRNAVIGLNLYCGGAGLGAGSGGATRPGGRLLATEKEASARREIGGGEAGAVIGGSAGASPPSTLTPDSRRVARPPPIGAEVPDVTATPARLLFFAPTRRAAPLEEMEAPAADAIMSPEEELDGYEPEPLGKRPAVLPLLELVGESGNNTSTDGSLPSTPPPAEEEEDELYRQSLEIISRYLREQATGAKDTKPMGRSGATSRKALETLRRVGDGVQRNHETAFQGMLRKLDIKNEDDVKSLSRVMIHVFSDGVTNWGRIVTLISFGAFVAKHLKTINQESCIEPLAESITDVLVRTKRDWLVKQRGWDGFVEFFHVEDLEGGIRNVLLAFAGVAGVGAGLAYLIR
BCLXL inh = inhibitors of human Bcl-xL, primary screen, biochemical, fluorescence polarization, HTS; Bcl-2-like protein 1 (Homo sapiens), Q07817; GST-Bcl-xL / FITC-Bim BH3 peptide fluorescence polarization; inhibition, % at 10.9 µM; actives 0.7% (n = 320,000);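 active = inhibition above the mean of all tested compounds plus 3 SD, cutoff set per campaign, cut at about 30% in these data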;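 note: 0% = DMSO wells and 100% = unlabeled Bim-BH3 peptide competitor; inhibitors lower millipolarization by displacing the labeled peptide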
Target sequence (Q07817 whole entry, looked up): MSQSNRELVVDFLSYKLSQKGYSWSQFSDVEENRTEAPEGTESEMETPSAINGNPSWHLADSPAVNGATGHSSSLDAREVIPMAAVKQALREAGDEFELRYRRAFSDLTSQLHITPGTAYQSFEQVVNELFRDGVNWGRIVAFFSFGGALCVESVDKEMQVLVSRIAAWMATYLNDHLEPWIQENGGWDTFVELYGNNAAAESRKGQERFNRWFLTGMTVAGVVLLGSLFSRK
Efflux pump mplx = inhibitors of Candida efflux pumps in yeast, primary screen, S. cerevisiae, Nile Red, multiplex; inhibition, % at 10 µM; actives 0.44% (n = 330,000); S. cerevisiae Candida pump triplex;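 active = plate passing quality check with inhibition over a set limit, or well fluorescence over plate mean plus 4 SD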;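 note: Nile Red retained in pooled yeast measured as flow cytometry median fluorescence; 0% = buffer negative control and 100% = Enniatin B positive control; higher means more Nile Red kept so more efflux inhibition; some compounds called inactive have numbers as strong as hits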
ZTA DNA inh = ZTA (EBV) inhibition in EBNA-1 counter-screen; P03206; ZTA-DNA binding, fluorescence polarization; inhibition, % at 11 µM; actives 0.15% (n = 320,000); in the data active = inhibition above about 33%
MEX-5 binding = MEX-5 zinc finger RNA-binding disruptors – biochemical, C. elegans, fluorescence polarization, MLPCN library, primary screen | Zinc finger protein mex-5 (Caenorhabditis elegans), Q9XUB2 | MEX-5/FITC-TCR2 RNA binding; hits give low values | activity score (negative = inhibition of binding), % at 10 µM | actives 0.38% (n = 300,000);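 active = inhibition past about -25% in most replicates, and total fluorescence under double the plate's negative control median, limit read from the data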;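 note: 0% = DMSO and -100% = 5 µM competing unlabeled TCR2 RNA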
Target sequence (Q9XUB2 whole entry, looked up): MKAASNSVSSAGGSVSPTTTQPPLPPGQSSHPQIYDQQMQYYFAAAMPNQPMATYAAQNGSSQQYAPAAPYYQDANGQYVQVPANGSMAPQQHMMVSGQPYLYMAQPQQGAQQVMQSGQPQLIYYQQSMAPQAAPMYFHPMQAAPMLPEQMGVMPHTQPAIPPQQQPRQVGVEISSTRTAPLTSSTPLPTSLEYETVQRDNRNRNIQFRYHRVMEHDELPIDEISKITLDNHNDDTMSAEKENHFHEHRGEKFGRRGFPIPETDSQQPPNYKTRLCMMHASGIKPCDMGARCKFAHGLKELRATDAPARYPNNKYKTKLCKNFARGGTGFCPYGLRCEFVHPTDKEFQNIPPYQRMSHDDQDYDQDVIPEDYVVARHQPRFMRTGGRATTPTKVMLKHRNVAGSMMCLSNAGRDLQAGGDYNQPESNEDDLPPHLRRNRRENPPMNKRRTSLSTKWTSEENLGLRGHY
EBNA-1 inh = EBNA-1 DNA-binding inhibitors, primary screen, biochemical, fluorescence polarization. actives 0.34% (n = 300,000). inhibition, % at 14.8 µM. AID 1950, 2009; in the data active = inhibition above about 28%
Yeast superoxide = reduction of superoxide in aged yeast, primary screen, HTS. S. cerevisiae aged cells, superoxide DHE fluorescence; hits give low values. superoxide response (% of plate mean), % at 10 µM. actives 0.18% (n = 330,000). AID 2690, 2010;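 active = superoxide response under a set limit, about three screen SD below normal, cut at about 65% in these data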;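 note: yeast aged for seven days with compound at 30 °C before DHE staining; 100% = average MFI of all compound-treated wells on the plate with controls excluded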
GLD-1 TGE inh = GLD-1/TGE RNA complex disruptors, primary screen, biochemical, fluorescence polarization; Female germline-specific tumor suppressor gld-1 (Caenorhabditis elegans), Q17339; purified GLD-1 + fluorescein TGE RNA; inhibition, % at 5.96 µM; actives 0.44% (n = 320,000);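 active = percent inhibition above a per-plate cutoff, the plate mean of test compounds plus 3 SD, cut at about 30% in these data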;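 note: 0% = DMSO wells with GLD-1 and probe and 100% = wells lacking GLD-1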
Fam108B inh = mouse Fam108B serine hydrolase inhibitors, primary screen, counter-screen for RBBP9 inhibitor project, biochemical, fluorescence polarization | AID 1947, 2009 | recombinant Fam108B, FP-Rh probe fluorescence polarization | inhibition, % at 9.51 µM | actives 0.33% (n = 300,000);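 active = inhibition above the screen mean inhibition plus 3 SD, computed separately per campaign, cut at about 18% in these data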;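 note: inhibitors lower polarization as less probe binds the enzyme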
* hit, by the source's call; · = not tested or not shown.

SMILES | MCL1-BIM inh | BCLXL inh | Efflux pump mplx | ZTA DNA inh | MEX-5 binding | EBNA-1 inh | Yeast superoxide | GLD-1 TGE inh | Fam108B inh
O=S(=O)(NC1CCCc2ccccc21)c1cnc[nH]1 (centres undefined) | 2 | 2 | -0.1 | 9 | 1.5 | 7 | 88 | -5 | 0
Cc1ccc(NC(=O)C2CCCN2c2nn3c(=O)cc(C)nc3s2)cc1 (centres undefined) | 4 | 2 | -0.3 | -9 | 0.1 | -10 | 96 | 1 | 0
C=CCN1C(=O)/C(=C/c2ccc(-c3ccc(F)cc3)o2)SC1=S | -51 | -28 | 0.1 | 16 | -12 | 19 | 98 | -11 | 2
Cc1ccc(S(=O)(=O)N2CCCCC2)cc1NC(=O)COC(=O)CNC(=O)c1cc(Cl)cc([N+](=O)[O-])c1 | -6 | -3 | 0.3 | 9 | -1.9 | -4 | 103 | 3 | 1
Clc1ccc(CSc2ncnc3nc[nH]c23)cc1 | -3 | -1 | 0.1 | -6 | -0.4 | -2 | 111 | -2 | 3
O=C(CSc1nc(Cc2ccccc2)nc2ccccc12)c1ccc2c(c1)OCCO2 | 3 | 4 | 0.0 | -2 | 0.0 | 8 | 110 | 5 | -7
Cc1ccc(CC(=O)N(C)CC(=O)N(CC(C)C)c2c(N)n(CC(C)C)c(=O)[nH]c2=O)cc1C | -5 | -2 | 0.0 | -11 | 0.3 | -13 | 114 | 2 | -1
O=C(N/C(=C\c1ccc([N+](=O)[O-])cc1)C(=O)N1CCCCC1)c1ccco1 | 2 | 2 | -0.1 | 1 | -5.0 | -7 | 93 | 3 | 3
CC(C)(C)C(=O)C[n+]1cccc(C(N)=O)c1 | 4 | -4 | 0.3 | 0 | -0.2 | 0 | 118 | -5 | -2
OCn1c2ccccc2c2ccccc21 | 5 | 2 | 0.0 | -4 | 1.2 | 6 | 97 | 8 | 1
CCOn1c(=O)c(-c2cccc([N+](=O)[O-])c2)[n+]([O-])c2ccccc21 | 13 | 5 | 0.1 | 0 | 0.4 | 6 | 105 | 6 | 2
Cc1ccccc1Cn1cnc2c(nnn2Cc2ccc(F)cc2)c1=O | 3 | 2 | -0.1 | -3 | -1.2 | 3 | 97 | 7 | -2

The final two records of the section before open the next one:
SMILES | MCL1-BIM inh | BCLXL inh | Efflux pump mplx | ZTA DNA inh | MEX-5 binding | EBNA-1 inh | Yeast superoxide | GLD-1 TGE inh | Fam108B inh
CCOn1c(=O)c(-c2cccc([N+](=O)[O-])c2)[n+]([O-])c2ccccc21 | 13 | 5 | 0.1 | 0 | 0.4 | 6 | 105 | 6 | 2
Cc1ccccc1Cn1cnc2c(nnn2Cc2ccc(F)cc2)c1=O | 3 | 2 | -0.1 | -3 | -1.2 | 3 | 97 | 7 | -2
CCn1ncc([N+](=O)[O-])c1C(=O)N1CCc2ccccc2C1 | 10 | 6 | -0.1 | 1 | -2.3 | 6 | 97 | 3 | 1
O=S(=O)(NC1CC1)c1ccc(S(=O)(=O)N2CCc3ccccc32)cc1 | 7 | 6 | 0.0 | 6 | -2.3 | 4 | 119 | -6 | -1
COc1ccc(NC(=O)CN(C)S(=O)(=O)c2ccccc2)cc1OC | 7 | 5 | -0.1 | -1 | -0.2 | 2 | 87 | 2 | -3
N#Cc1cc2c(nc1Cl)CCC2 | -3 | -7 | 0.0 | 3 | · | -2 | 105 | 4 | 0
CCCNc1nc(C)c(C(C)=O)cc1C#N | -5 | -1 | -0.2 | 2 | 0.6 | 2 | 105 | -6 | -1
O=C(CSc1ccc(-c2ccccc2)nn1)Nc1ccc2c(c1)OCCO2 | -1 | 1 | -0.1 | 6 | -0.3 | 2 | 117 | 3 | -4
CC1(C)CC(=O)C2=C(C1)N=C1SCCC(=O)N1C2c1cccc([N+](=O)[O-])c1 (centres undefined) | 3 | 7 | -0.1 | -6 | -1.1 | -9 | 83 | -4 | -3
CCc1ccc(CN(C(=O)c2ccco2)C2CCS(=O)(=O)C2)cc1 (centres undefined) | 11 | 5 | -0.1 | 6 | 0.9 | -3 | 97 | 2 | 0
Cc1ccc(-c2onc3ccc(C4OCCO4)cc23)cc1 | -5 | 2 | 0.0 | 12 | -1.3 | 6 | 109 | 6 | 2
Cc1ccc(NS(=O)(=O)c2ccc(CCC(=O)NCc3cccnc3)cc2)cc1 | 5 | 4 | 0.3 | -9 | 0.7 | -13 | 100 | 6 | 2
Cc1ccc(OC(=O)CCc2c(C)nc3ncnn3c2C)cc1 | 7 | 2 | -0.2 | -4 | -0.6 | 5 | 98 | 8 | 1
CC1CCc2sc(C(=O)NC(C)C3CCCO3)cc2C1 (centres undefined) | 0 | 3 | 0.1 | -21 | 0.2 | 0 | 85 | 2 | 1
COC(=O)c1sc(N)c(C(=O)OC)c1COC(=O)C12CC3CC(CC(O)(C3)C1)C2 | 2 | 1 | 0.6 | -4 | 1.2 | -10 | 95 | -2 | -3
COc1ccccc1/C=C/C(=C1/C(=O)N(c2ccccc2)N=C1C)c1ccc(C)cc1 | 9 | 5 | -0.5 | -10 | -1.0 | 8 | 88 | -4 | 7
O=C(c1ccc(Cl)c(S(=O)(=O)N2CCCCCC2)c1)N1CCN(c2ccc(O)cc2)CC1 | 14 | 11 | 0.2 | 6 | · | · | 99 | 11 | ·
Cc1coc2c(C)c3oc(=O)c(CCC(=O)NCCCN4CCOCC4)c(C)c3cc12 | -5 | 2 | -0.1 | 11 | 2.1 | 18 | 104 | -8 | -1
COc1ccc(-c2noc3c2-c2nc(-c4ccccc4C)sc2CC3)cc1 | 7 | 1 | 0.1 | -5 | 1.6 | 4 | 103 | 0 | 1
Cc1cc(=O)oc2cc(NC(=O)C(C)Oc3ccccc3)ccc12 (centres undefined) | -14 | -15 | 0.2 | 6 | 0.1 | -6 | 97 | -2 | 2
CC(C)[C@H](NC(=O)c1ccccc1)C(=O)OCc1nnc(-c2ccccc2)o1 | 0 | 8 | 0.1 | 19 | -0.1 | 7 | 95 | 7 | -1
Cc1ccc(C(C(=O)NC2CCCC2)N(CCCO)C(=O)Cn2nnc(-c3ccc(C)o3)n2)cc1 (centres undefined) | -5 | 3 | -0.5 | -7 | 2.7 | 5 | 109 | 3 | 5
COc1ccc(C)cc1N(CC(=O)N1CCCCCC1)S(=O)(=O)c1ccccc1 | 0 | 1 | 0.1 | -1 | -1.2 | -2 | 101 | 2 | -1
CCOc1ccccc1-c1nc(C(N)=O)c2[nH]c(=O)n(-c3ccc(F)cc3)c2n1 | 0 | -3 | 0.8 | 2 | -2.3 | 3 | 125 | -5 | 2
CCOC(=O)c1ccc(NC(=S)NCc2ccccc2)cc1 | -2 | 2 | 0.5 | 7 | 3.3 | -4 | 110 | 3 | -4
O=C(CN(C(=O)Cn1nnc(-c2ccc(F)cc2)n1)c1cnc2ccccc2c1)NCC1CCCO1 (centres undefined) | 5 | 1 | -0.1 | -6 | 2.5 | -5 | 86 | -2 | 1
CCOC(=O)c1sc(Nc2ccccc2)nc1C | -5 | -1 | 0.1 | -15 | -1.3 | -3 | 95 | 11 | 0
CCN(Cc1ccccc1)C(=O)CCS(=O)(=O)c1ccc2c(c1)n(C)c(=O)c(=O)n2C | 6 | 5 | -0.1 | -2 | 2.5 | 2 | 82 | 46* | -1
COc1ccccc1NC(=O)c1ccc(COc2ccc3c(c2)CCC3)cc1 | -6 | -1 | 0.1 | 7 | -1.8 | 3 | 101 | 1 | -4
Cc1ccc2c(c1)cc1c(=O)n(CC(=O)N3CCCC3)nc(C)n12 | 0 | 8 | 0.1 | -8 | -1.8 | 3 | 91 | 4 | -1
CN1C(=O)S/C(=C/c2ccccc2OCc2ccc(C(=O)O)cc2)C1=O | 4 | 9 | 0.0 | 12 | -4.5 | 5 | 96 | 4 | 3
O=C1CC(NCc2ccc3c(c2)OCO3)C(=O)N1Cc1ccc2c(c1)OCO2 (centres undefined) | -3 | 4 | 0.0 | -8 | · | 6 | 89 | 2 | 1
CSCC[C@H](NC(=O)[C@H](Cc1ccccc1)n1c(=O)[nH]c2ccccc2c1=O)C(=O)N1CCC(C(=O)O)CC1 | -1 | 0 | -0.1 | 17 | -4.7 | 9 | 97 | 8 | 2
Clc1cccc(C[n+]2cc(-c3ccccc3)n3c2CCC3)c1 | -6 | -1 | 0.1 | 8 | 0.6 | 7 | 101 | 5 | 5
Cc1cccc(C(=O)Nc2cccnc2Cl)c1 | -9 | -1 | 0.5 | 3 | 0.9 | -8 | 109 | -7 | -5
C=CCON1C(=O)c2ccccc2C1=O | 2 | 4 | 0.0 | 3 | 0.9 | -5 | 111 | 2 | -2
COC(=O)c1sccc1NC(=O)c1cccs1 | -2 | 5 | 0.0 | 11 | -0.4 | 12 | 107 | 1 | 2
CN1C(C(=O)N2CCc3ccccc3C2)=CC(c2ccc(F)cc2)=NS1(=O)=O | -2 | 5 | -0.2 | -1 | 8.6 | 1 | 88 | 6 | 1
CCOC(=O)C1=C(C)N(CCO)C(=O)NC1c1ccccc1 (centres undefined) | 0 | -3 | 0.1 | 3 | 0.2 | -2 | 122 | 11 | 3
Cc1cccn2cc(CNC(=O)c3ccco3)nc12 | 8 | 2 | -0.1 | -4 | 2.3 | 1 | 105 | 0 | 8
Cc1nnc(SCC(=O)NC2CC2)n1CC1CCCO1 (centres undefined) | 4 | 1 | 0.0 | -3 | -2.2 | 3 | 94 | -2 | 2
Cc1cccc(Oc2ccc(NC(=O)c3ccccc3C(=O)O)cc2)c1C | 7 | 5 | -0.1 | 18 | 1.0 | 2 | 101 | 3 | 1
CCN(CC1COc2ccccc2O1)C(=O)CN1C(=O)NC(C)(c2ccc(C)cc2)C1=O (centres undefined) | 4 | 2 | -0.1 | 6 | -1.7 | -13 | 94 | 0 | 1
NS(=O)(=O)c1ccc(CCNC(=O)CN2CCN(c3ccccc3F)CC2)cc1 | 3 | 2 | 0.2 | -12 | -1.8 | -2 | 88 | 6 | 3
O=c1cc(CSc2ccccc2)[nH]c2ccccc12 | 5 | 5 | 0.0 | -2 | 3.1 | 5 | 101 | 0 | -2
CC12CCC(C(=O)N(CSC(=S)N/N=C\c3ccccc3Cl)C1=O)C2(C)C (centres undefined) | 16 | 12 | 0.0 | 11 | -6.5 | 12 | 120 | -1 | 2
Cc1ccccc1NS(=O)(=O)c1cc2c3c(c1)C(C)C(=O)N3CCC2 (centres undefined) | -1 | 4 | 0.1 | 8 | 0.9 | -2 | 105 | -2 | 2
Cc1cc(C)cc(NS(=O)(=O)c2ccc(NC(=S)Nc3ccccc3)cc2)c1 | 3 | 4 | -0.1 | -6 | -0.2 | 1 | 121 | 1 | -11
CCOC(=O)Nc1ccc2ncn(C)c(=O)c2c1 | 9 | 5 | -0.2 | 6 | 1.5 | 6 | 95 | 1 | -2
C=CCn1c2ccccc2c2nnc(SCc3ccc4nonc4c3)nc21 | 1 | -1 | -0.1 | -13 | -1.1 | -2 | 94 | 4 | -1
O=[N+]([O-])c1cc(Cl)cc(/C=N/n2cnnc2)c1O | 8 | 5 | 0.0 | -11 | -0.8 | -13 | 107 | -1 | 2
CN(CC(=O)Nc1ccccc1Br)C(=O)c1cccn1C | 3 | 7 | 0.1 | -2 | -1.3 | -14 | 124 | 13 | 0
O=C1CCC(C(=O)N2CCCC(Nc3ccc(F)cc3)C2)=NN1 (centres undefined) | 0 | 6 | -0.2 | -14 | 2.2 | 2 | 92 | 0 | 1
